Bioassay records deposited in PubChem BioAssay by Broad Institute.
ARNT TACC3 PPI: ARNT/TACC3 interaction disruption; Q9Y6A5; AlphaScreen His-ARNT PAS-B/GST-TACC3 binding, luminescence; TACC3 fragment carries E629A point mutation; inhibition, % at 9.99 µM; 390,000 compounds, 0.66% hits;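 active = mean inhibition of replicates at least 50% and at least half of replicates each reaching 50%; inconclusive = half or more replicates reach 50% but mean below 50%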;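 also: 0% = complete ARNT plus TACC3 wells and 100% = ARNT alone without TACC3; many hits fall short of the cut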
PAX8 reporter: lowers PAX8-driven luciferase in RMG-I cells; RMG-I TPO-luciferase reporter, SteadyGlo, 24 h; 360,000 compounds, 1.2% hits; inhibition, % at 12.6 µM;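 active = mean replicate inhibition at least 60% with every replicate also reaching 60%; inconclusive = only one of the two criteria is met; inactive = mean below 60% and not all replicates reaching 60%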;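 also: luciferase light reporting Pax8 driven TPO promoter activity; plate controls were median of neutral control wells for no effect and mitoxantrone controls for full effect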
F508del corr: correctors of CFTR F508del function in bronchial epithelial cells. CFBE cells, YFP halide quenching; stimulated with forskolin plus potentiator P3; % fluorescence drop versus neutral controls. 350,000 compounds, 0.36% hits. activity (quench increase), % at 7.58 µM. AID 720511;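 active = mean added fluorescence quench of at least 8% versus neutral control, with both replicates also reaching 8%; inconclusive = only one of the mean or replicate conditions met; inactive = mean below 8% and not both replicates reaching 8%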;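 also: cells transiently co-express mutant CFTR-F508del with the halide-sensitive YFP; corrector assay measuring rescue of mutant channel to the surface after 24 h compound exposure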
EWS-Fli block: inhibitors of EWS/Fli oncoprotein transcriptional activity; A673 NR0B1-luciferase reporter, viability-normalised; inhibition, % at 12.6 µM; 350,000 compounds, 0.67% hits;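 active = mean inhibition of at least 50% after viability correction, with every replicate also passing that limit; inconclusive = mean reaches 50% but only one of two replicates passes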;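 also: firefly luciferase signal divided by Alamar Blue viability fluorescence both relative to DMSO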
ERp5 inh: ERp5 (human) disulfide isomerase inhibition; Q15084; ERp5 insulin aggregation, absorbance 650 nm, 90 min; inhibition, % at 9.99 µM; 350,000 compounds, 0.05% hits;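 active = mean replicate inhibition above about 25%, with every replicate also reaching it, limit read from the data, passing the limit was not always enough; inconclusive = only one of those two criteria met; inactive = neither criterion met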
Target sequence (Q15084 whole entry, looked up): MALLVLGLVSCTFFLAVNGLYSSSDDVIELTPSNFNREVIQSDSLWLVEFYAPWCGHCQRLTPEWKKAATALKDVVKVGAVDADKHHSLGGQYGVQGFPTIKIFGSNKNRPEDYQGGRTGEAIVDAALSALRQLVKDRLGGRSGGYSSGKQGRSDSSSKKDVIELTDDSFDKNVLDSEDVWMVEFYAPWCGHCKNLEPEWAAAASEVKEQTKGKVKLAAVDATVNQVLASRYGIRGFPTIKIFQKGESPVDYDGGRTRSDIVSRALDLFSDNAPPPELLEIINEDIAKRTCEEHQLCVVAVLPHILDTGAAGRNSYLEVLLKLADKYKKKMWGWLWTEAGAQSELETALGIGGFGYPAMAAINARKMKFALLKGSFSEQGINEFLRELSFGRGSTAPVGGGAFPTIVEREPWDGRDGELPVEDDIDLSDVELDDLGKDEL
INS-1E GSIS act: primary screen for activators of insulin secretion dependent on glucose, INS-1E cells, GLuc reporter luminescence | INS-1E GLuc reporter insulin secretion, 2-3 h | activation, % at 16.6 µM | 370,000 compounds, 0.61% hits | AID 743287;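 active = lowest replicate activation of at least 40%, so every replicate reaches that level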;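 also: 0% = median of neutral control wells and 100% = median of IBMX positive control wells; some compounds called inactive have numbers as strong as hits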
Xi reactivation: activators of X-chromosome reactivation in mouse fibroblasts | 360,000 compounds, 0.055% hits | activation, % at 7.58 µM | AID 743238 | XiGFP mouse fibroblasts, % GFP-positive cells imaging, 3 d; cells co-treated with 5-aza-dC sensitizer; scaled so ellipticine positive control = 100%;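 active = mean normalized replicate activation at least 10% and every replicate at or above 10%; inconclusive = only one of the two criteria met; inactive = mean below 10% and not all replicates reach 10%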;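 also: 0% = median of on-plate neutral control wells and 100% = ellipticine 6 µM median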
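Material: SV40-immortalized XiGFP fibroblast cells, line 68-5-11 | Buffer or medium: DMEM containing 5-aza-dC | Dosing: One concentration, pinned | Times: 3 d treatment, 15 min room-temperature fixation | Controls: Ellipticine 6 µM positive control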
DENV2 CPE: inhibitors of DENV2 cytopathic effect | CPE inhibition, % at 9.99 µM | 350,000 compounds, 1.7% hits | DENV2-infected cells, cytopathic effect rescue, plate reader; in the data active = CPE inhibition above about 20%, passing the limit was not always enough; inconclusive = no clear call, values can overlap the other calls; tested in BHK-21 cells;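 also: 0% = median of neutral control wells and 100% = median of positive control wells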
An asterisk follows results filed as active; ? = inconclusive; nt = not tested or not shown.

1: Cc1cccc(Cc2cccc(C)c2O)c1O
2: COc1ccc([C@H]2CC(=O)C=C(c3ccc4ncccc4c3)C2)cc1OC
3: O=C(NCC1CCCO1)c1cn(-c2ccccc2)nc1-c1ccccc1 (stereo not drawn)
4: CCc1nnc(NS(=O)(=O)c2ccc(Nc3ccc4nonc4c3[N+](=O)[O-])cc2)s1
5: CC(=O)NCCC(=O)Nc1nc(-c2cccs2)c(-c2cccs2)s1
6: CCOC(=O)C(C)Sc1nnc2n1C(C)(C)Cc1ccccc1-2 (stereo not drawn)
7: COc1ccc(/C=N/Nc2nnc(Cc3ccc(OC)c(OC)c3)c(=O)[nH]2)cc1OC
8: Cc1cc(CNC(=O)[C@H](C)[C@@H]2C[C@@]2(C)[C@@H](NC(=O)OCc2ccccc2)c2ccccc2)nn1C
Screen / compound no.	1	2	3	4	5	6	7	8
ARNT TACC3 PPI	nt	10	-9	34	-4	0	2	-3
PAX8 reporter	-13	8	-21	17	-6	-2	-17	-21
F508del corr	0.7	-1.3	1.9	0.6	2.6	nt	nt	-1.2
EWS-Fli block	-9	3	-9	-16	-11	nt	15	-2
ERp5 inh	6	4	2	7	nt	1	-2	-9
INS-1E GSIS act	nt	-7	nt	-13	25	18	4	-38
Xi reactivation	0.4	0.0	0.2	0.0	0.0	nt	0.3	0.1
DENV2 CPE	-5	nt	0	-2	nt	nt	2	?

9: CCc1sc(C(=O)N(CCCOC)c2c(N)n(CC(C)C)c(=O)[nH]c2=O)cc1C
10: COc1ccc(NS(=O)(=O)c2cccc(NC(=O)C34CCC(CC3)C4)c2)cc1
11: O=C(COC(=O)/C=C/c1cccc(F)c1)NC1CC1
12: OCCC1CN(Cc2ccncc2)CCN1C1CCCC1 (stereo not drawn)
13: Cc1ccc(C)c(N2CCN(C(c3ccccc3)c3nnnn3C(C)(C)C)CC2)c1 (stereo not drawn)
14: CO/N=C/c1ccc(N2CCOCC2)c([N+](=O)[O-])c1
15: COC(=O)c1ccc(CN2CC(=O)N3[C@H](CO)[C@H](c4ccc(-c5ccccc5F)cc4)[C@H]3C2)cc1
16: CN1CCN(S(=O)(=O)c2ccc(N3CCc4ccccc4C3)nc2)CC1
Screen / compound no.	9	10	11	12	13	14	15	16
ARNT TACC3 PPI	-3	nt	1	-3	nt	-1	nt	3
PAX8 reporter	-7	8	7	0	3	-11	9	-5
F508del corr	-3.7	2.9	0.5	-2.8	2.9	0.8	0.8	-1.2
EWS-Fli block	-2	15	2	-17	14	-3	-2	7
ERp5 inh	-1	-6	-1	4	2	2	7	3
INS-1E GSIS act	-1	-18	-2	-1	4	-4	11	1
Xi reactivation	0.0	0.2	0.1	0.1	0.1	0.0	0.4	0.0
DENV2 CPE	?	-5	1	5	-3	-4	9	2

17: CNC(=O)CSc1nnc(-c2cnccn2)n1C
18: COc1cccc(OC)c1OCC(C)CNCC1CCCO1 (stereo not drawn)
19: CC(C)CC#Cc1ccc2c(c1)O[C@H](CN(C)C(=O)C1CCOCC1)[C@@H](C)CN([C@H](C)CO)S2(=O)=O
20: O=C(C[C@@H]1C[C@@H]2c3cc(NC(=O)c4ccc5c(c4)OCO5)ccc3O[C@@H]2[C@H](CO)O1)NCc1cccc(F)c1
21: Cc1ccc(Cn2nnc3c(=O)[nH]c(C4CCN(S(=O)(=O)/C=C/c5ccccc5)CC4)nc32)cc1
22: C=CC[C@H](CC(=O)N(CCO)Cc1ccccc1)C(=O)N[C@@H](C)COC(=O)[C@H](CC=C)CC(=O)OC(C)(C)C
23: Cn1c(SCC(=O)NCCC2=CCCCC2)nnc1C(F)(F)F
24: C[C@H](CO)N1C[C@H](C)[C@H](CN(C)S(=O)(=O)c2ccc(F)cc2)Oc2ccc(NC(=O)Cc3ccccc3)cc2CC1=O
Screen / compound no.	17	18	19	20	21	22	23	24
ARNT TACC3 PPI	2	-5	2	1	-17	-9	nt	6
PAX8 reporter	-9	nt	-4	-26	22	7	-95	-5
F508del corr	-0.7	0.6	-1.4	-2.4	0.4	-1.5	0.2	-0.5
EWS-Fli block	2	5	-12	-7	18	-3	-6	3
ERp5 inh	4	1	-12	1	-4	1	4	-2
INS-1E GSIS act	16	16	0	3	-18	-13	1	-17
Xi reactivation	0.2	nt	-1.2	0.0	0.3	0.0	0.8	-0.1
DENV2 CPE	-9	0	3	7	2	-5	-9	-4

Arranged by the number under INS-1E GSIS act (low to high): 3 of the compounds above.
cpd	SMILES	INS-1E GSIS act
19	CC(C)CC#Cc1ccc2c(c1)O[C@H](CN(C)C(=O)C1CCOCC1)[C@@H](C)CN([C@H](C)CO)S2(=O)=O	0
20	O=C(C[C@@H]1C[C@@H]2c3cc(NC(=O)c4ccc5c(c4)OCO5)ccc3O[C@@H]2[C@H](CO)O1)NCc1cccc(F)c1	3
17	CNC(=O)CSc1nnc(-c2cnccn2)n1C	16

(cont.)
25: Cc1noc(C)c1S(=O)(=O)N(C)C[C@H]1OCCCC[C@@H](C)Oc2ccc(NS(=O)(=O)c3ccc(F)cc3)cc2C(=O)N([C@H](C)CO)C[C@@H]1C
26: CN1CCCN(Cc2nc(-c3cccc(C(F)(F)F)c3)no2)CC1
27: CN(C(=O)c1ccc(NC(=O)Cc2cccc(NC(=O)C3CCN(C(=O)C4CC4)CC3)c2)cc1)C1CC1
28: CCC/C(O)=C1\C(=O)CC(C)(C)CC1=NCc1ccccc1
29: COc1ccc(N2C(=O)c3cccc4cccc(c34)C2=O)cc1
30: Cc1nn(C)c(C(=O)N/N=C/c2cccc(Oc3ccccc3)c2)c1Br
31: O=C(CCl)Nc1ccc(S(=O)(=O)NC2=NCCCCC2)cc1
32: COc1ccc2oc(=O)c(C(=O)NCCc3ccc(OC)c(OC)c3)cc2c1
Screen / compound no.	25	26	27	28	29	30	31	32
ARNT TACC3 PPI	-13	0	-7	4	-4	-5	-4	-3
PAX8 reporter	-38	-5	-25	5	-6	11	17	-4
F508del corr	-2.2	0.5	-0.1	-3.1	-1.8	-5.6	3.3	2.5
EWS-Fli block	-5	-5	-5	6	2	nt	11	2
ERp5 inh	nt	1	2	1	-2	3	4	3
INS-1E GSIS act	-3	nt	-6	nt	1	-2	nt	23
Xi reactivation	0.1	0.0	-0.2	0.3	0.0	-0.1	0.0	0.2
DENV2 CPE	2	-6	34*	16	1	3	60*	1

33: COc1ccc(OCC(=O)N/N=C/c2cccc3cccnc23)cc1
34: O=C(COc1ncnc2ccccc12)NC1CCCCC1
35: CCN(CC)S(=O)(=O)c1cc(NC(=O)CSCc2c(C)noc2C)ccc1C
36: CC(C)(C)OC(=O)[C@H](NC(=O)OCc1ccccc1)c1ccccc1
37: C[C@@H]1CN([C@@H](C)CO)C(=O)c2cc(-c3ccncc3)cnc2O[C@@H]1CN(C)C(=O)Cc1ccccn1
38: O=C1C[C@@H]2CCN3C(=O)CCC[C@@H]([C@H]23)[C@@H]1Cc1ccccc1
39: COc1ccc2c3c([nH]c2c1)[C@@H](CO)N(C(C)=O)CC31CCN(S(=O)(=O)c2ccccc2)CC1
40: CCCNC(=O)N1CC(=O)N2[C@H](C1)[C@H](c1ccc(C#Cc3cccc(OC)c3)cc1)[C@@H]2CO
Screen / compound no.	33	34	35	36	37	38	39	40
ARNT TACC3 PPI	77*	6	-4	-6	-7	-12	nt	nt
PAX8 reporter	6	-7	1	0	-15	5	nt	-15
F508del corr	6.2	-1.3	-0.9	-0.4	-0.7	-1.2	-1.6	5.1
EWS-Fli block	nt	-6	10	11	-10	-7	4	-3
ERp5 inh	6	0	4	3	1	-7	-4	-2
INS-1E GSIS act	-9	nt	-14	-29	17	22	-1	nt
Xi reactivation	-0.1	-0.6	0.3	-0.3	-1.0	0.1	0.0	nt
DENV2 CPE	11	3	-1	-8	7	1	14	-5

41: Cc1nnc(N(C)C(=O)c2cnccn2)s1
42: O=C(O)c1ccccc1Nc1cccc(OCc2ccc3ccccc3n2)c1
43: COc1ccc(CNC(=O)c2[nH]c(C)c(C(C)=O)c2C)cc1
44: Cc1ccc(-c2nnc(Oc3cccc(C)c3)c3ccccc23)cc1
45: COCCNC(=O)[C@H]1[C@H](CO)[C@H]2Cn3c(cccc3=O)[C@H]2N1Cc1ccccc1OC
46: CC(C)Nc1cc(N2CCCC2)ccc1[N+](=O)[O-]
47: Cc1ccc(S(=O)(=O)n2ccc(OC(=O)c3cccs3)n2)cc1
48: C[C@H]1CN([C@@H](C)CO)C(=O)c2cc(NC(=O)C3CCCCC3)ccc2O[C@@H]1CN(C)C(=O)Nc1ccc(F)cc1
Screen / compound no.	41	42	43	44	45	46	47	48
ARNT TACC3 PPI	-4	1	nt	-3	nt	2	-6	-7
PAX8 reporter	-13	8	4	-73	-16	nt	-12	11
F508del corr	0.0	-1.1	2.3	nt	1.6	-1.3	1.0	0.1
EWS-Fli block	-9	-14	2	nt	nt	11	1	-5
ERp5 inh	1	-1	-1	nt	-1	5	4	0
INS-1E GSIS act	21	2	9	13	-2	9	-13	28
Xi reactivation	0.1	0.1	0.0	0.0	0.2	nt	0.2	-1.3
DENV2 CPE	-1	0	-5	nt	9	4	0	-1

49: CCc1cccc2c1NC(=O)C21N2CCCC2C(C(=O)c2ccc3ccccc3c2)C12C(=O)Nc1ccccc12 (stereo not drawn)
50: O=C(Nc1ccc(F)cc1)N1CC(=O)N2[C@H](C1)[C@@H](c1ccc(C#Cc3cccnc3)cc1)[C@@H]2CO
51: COc1cc(/C=C2\SC(=S)N(NC(=O)c3ccc(O)c(OC)c3)C2=O)ccc1O
52: C[C@@H]1CN([C@H](C)CO)C(=O)c2cc(C3=CCCCC3)cnc2O[C@@H]1CN(C)C(=O)C1CCOCC1
53: COc1ccccc1CNC(=O)c1ccccc1SCC(=O)NCc1ccco1
54: CCOC(=O)C1CCN(C(=O)c2ccc3c(c2)OCCO3)CC1
55: Cc1ccccc1C(=O)c1cccn1CC(=O)NCCCc1ccccc1
56: CCN1CCN(S(=O)(=O)c2c(C)[nH]c(C)c2C(=O)N2CCCCC2)CC1
Screen / compound no.	49	50	51	52	53	54	55	56
ARNT TACC3 PPI	-1	nt	10	16	1	nt	-2	-3
PAX8 reporter	-34	nt	-31	-4	13	-46	-17	2
F508del corr	nt	-4.5	-1.3	-1.2	3.3	1.4	-0.4	-1.7
EWS-Fli block	-54	4	6	-9	4	-35	8	-8
ERp5 inh	-5	8	1	-4	0	2	1	-7
INS-1E GSIS act	0	-2	-15	11	-2	8	-18	-9
Xi reactivation	0.9	0.0	0.1	-0.1	0.1	0.1	0.0	0.2
DENV2 CPE	2	-10	12	-6	-4	-14	-2	6

Three entries out of the list, sorted by formula weight, low to high:
54: CCOC(=O)C1CCN(C(=O)c2ccc3c(c2)OCCO3)CC1
56: CCN1CCN(S(=O)(=O)c2c(C)[nH]c(C)c2C(=O)N2CCCCC2)CC1
49: CCc1cccc2c1NC(=O)C21N2CCCC2C(C(=O)c2ccc3ccccc3c2)C12C(=O)Nc1ccccc12 (stereo not drawn)
Screen / compound no.	54	56	49
ARNT TACC3 PPI	nt	-3	-1
PAX8 reporter	-46	2	-34
F508del corr	1.4	-1.7	nt
EWS-Fli block	-35	-8	-54
ERp5 inh	2	-7	-5
INS-1E GSIS act	8	-9	0
Xi reactivation	0.1	0.2	0.9
DENV2 CPE	-14	6	2
